Rev-erbA mod: modulators of Rev-erb alpha DNA binding, primary screen, biochemical, FITC-DNA, fluorescence polarization, uHTS | Nuclear receptor subfamily 1 group D member 1 (Homo sapiens), P20393 | Rev-erbα–FITC-DNA binding, 90 min | activity, % at 10 µM | 0.79% of 370,000 active | AID 1259318, 2017;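 active = activity above about 14%, limit read from the data; passing the limit was not always enough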;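 note: 0% = DMSO wells with 35 nM protein and 100% = DMSO wells with 750 nM protein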
Target sequence (P20393 whole entry, looked up): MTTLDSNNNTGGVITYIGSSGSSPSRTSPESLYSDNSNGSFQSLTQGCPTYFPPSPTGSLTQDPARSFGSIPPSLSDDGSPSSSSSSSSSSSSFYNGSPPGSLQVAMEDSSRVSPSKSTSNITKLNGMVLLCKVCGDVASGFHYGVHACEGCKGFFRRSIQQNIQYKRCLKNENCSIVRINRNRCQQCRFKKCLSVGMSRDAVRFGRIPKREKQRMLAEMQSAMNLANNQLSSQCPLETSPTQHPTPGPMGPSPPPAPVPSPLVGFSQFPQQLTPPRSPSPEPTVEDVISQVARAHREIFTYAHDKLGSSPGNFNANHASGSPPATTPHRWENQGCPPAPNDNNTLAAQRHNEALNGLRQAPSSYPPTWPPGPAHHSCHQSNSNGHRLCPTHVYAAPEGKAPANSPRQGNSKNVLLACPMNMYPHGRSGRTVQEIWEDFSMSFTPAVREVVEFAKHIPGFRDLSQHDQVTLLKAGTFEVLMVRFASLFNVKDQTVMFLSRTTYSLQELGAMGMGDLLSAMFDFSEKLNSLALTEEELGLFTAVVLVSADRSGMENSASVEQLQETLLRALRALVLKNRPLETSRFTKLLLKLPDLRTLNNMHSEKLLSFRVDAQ
ABHD4 inh: ABHD4 inhibitors, primary screen, biochemical, fluorescence polarization, mouse | 0.54% of 370,000 active | purified mABHD4, FP-Rh probe fluorescence polarization | inhibition, % at 8.92 µM;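 active = inhibition exceeding the mean over every tested compound plus 3 SD, cut at about 30% in these data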;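 note: 0% = plate median of compound wells and 100% = S159A mutant with DMSO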
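system = mouse ABHD4 enzyme, wild type | medium = HEPES pH 7.0, NaCl, Pluronic buffer | also added = FP-Rh probe | incubation = Enzyme–compound pre-incubation 45 min, then probe 60 min, both 25 °C | technique = fluorescence polarization, excitation 525 nm, emission 598 nm, BODIPY TMR filters | controls = S159A mutant high control, sample median low control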
PG9 Ab binder: binders of HIV-1 gp120 antibody PG9, primary screen, biochemical, TR-FRET. HIV-1 gp120 / PG9 antibody interaction. TR-FRET gp120-PG9 antibody binding. inhibition, % at 6.7 µM. 0.43% of 360,000 active; in the data active = inhibition above about 8.5%
PRMT1 inh: PRMT1 methyltransferase inhibitors, primary screen, biochemical, fluorescence polarization; Protein arginine N-methyltransferase 1 (Homo sapiens), Q99873; recombinant PRMT1, activity-based probe fluorescence polarization; inhibition, % at 2.79 µM; 1.3% of 370,000 active;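 active = inhibition above about 21% made by adding two undisclosed values, limit read from the data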
LEDGF integ inh: blockers of LEDGF/p75-dependent integrase strand transfer – biochemical, TR-FRET, high throughput, primary screen; HIV-1 integrase (with human LEDGF/p75); TR-FRET IN-LEDGF/p75 DNA integration, Eu/Cy5; inhibition, % at 3.7 µM; 0.64% of 370,000 active;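 active = inhibition above the screen-wide mean plus 3 SD, cut at about 13% in these data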;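 note: signal is the Cy5 over europium emission ratio at 671 and 618 nm; 0% = plate median of compound wells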
HTRA1 inh: HTRA1 serine protease inhibitors, primary screen, biochemical, fluorescence polarization, HTS; Q92743; recombinant HTRA1, FP-rhodamine activity-based probe; inhibition, % at 5.96 µM; 0.5% of 340,000 active; in the data active = inhibition above about 36%;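 note: 0% = enzyme with DMSO and 100% = wells lacking enzyme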
MBD2 DNA inh: inhibitors of MBD2 binding to methylated DNA, primary screen, biochemical, TR-FRET, DNA-binding domain, human. inhibition, % at 4.4 µM. MBD2 binding to methylated oligonucleotide. Methyl-CpG-binding domain protein 2 (Homo sapiens), Q9UBB5. 0.31% of 370,000 active; in the data active = inhibition above about 13%
Target sequence (Q9UBB5 whole entry, looked up, the tested form may be a part): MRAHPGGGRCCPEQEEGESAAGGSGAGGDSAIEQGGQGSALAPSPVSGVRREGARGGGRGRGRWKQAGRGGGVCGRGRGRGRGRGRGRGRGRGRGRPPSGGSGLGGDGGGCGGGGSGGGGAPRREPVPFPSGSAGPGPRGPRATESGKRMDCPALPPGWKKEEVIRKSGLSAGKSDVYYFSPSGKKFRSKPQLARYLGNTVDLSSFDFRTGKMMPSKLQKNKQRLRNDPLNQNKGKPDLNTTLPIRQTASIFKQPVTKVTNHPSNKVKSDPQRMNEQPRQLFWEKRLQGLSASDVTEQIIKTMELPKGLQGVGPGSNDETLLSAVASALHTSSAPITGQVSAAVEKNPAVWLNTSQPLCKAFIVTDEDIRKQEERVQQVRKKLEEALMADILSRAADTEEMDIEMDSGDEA
UHRF1 binding: UHRF1 methylated DNA binding inhibitors, primary screen, counter-screen for MBD2 inhibitor project, biochemical, TR-FRET, human UHRF1, single concentration; E3 ubiquitin-protein ligase UHRF1 (Homo sapiens), Q96T88; UHRF1 binding to methylated oligo; AID 687016, 2013; inhibition, % at 4.4 µM; 0.75% of 370,000 active; in the data active = inhibition above about 21%;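 note: UHRF1 SRA domain binding a hemimethylated CpG hairpin DNA probe; 0% = median of test compound wells and 100% = reference inhibitor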
rCAG binder: binders of r(CAG) RNA repeats, primary screen, biochemical, fluorescence; r(CAG) RNA repeat, TO-PRO-1 dye displacement fluorescence; inhibition, % at 3 µM; AID 651821, 2012; 1.3% of 370,000 active;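 active = inhibition above the plate cutoff, the mean of all test compounds on that plate plus 3 SD, cut at about 35% in these data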;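 note: 0% = DMSO alone and 100% = 100 µM mitoxantrone as full dye displacement; higher means more dye released from RNA so lower well fluorescence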
TCR CD3 inh: inhibitors of human TCR-CD3 interaction, primary screen, biochemical, fluorescence, TAMRA-labeled TCR probe | 0.37% of 360,000 active | inhibition, % at 9.4 µM; in the data active = inhibition above about 19%;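 note: recombinant mutant TCR 2C K166C tagged with TAMRA read by polarization; 0% = receptor in buffer alone and 100% = receptor with positive control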
* = called active by the depositor; nt = not tested or not shown. An excerpt. The share of hits here may be higher or lower than overall.

SMILES	Rev-erbA mod	ABHD4 inh	PG9 Ab binder	PRMT1 inh	LEDGF integ inh	HTRA1 inh	MBD2 DNA inh	UHRF1 binding	rCAG binder	TCR CD3 inh
Cc1onc(-c2ccccc2)c1-c1nnc(CN2CCN(S(=O)(=O)c3ccccc3)CC2)o1	-4	-3	-0.7	2	-1	7	-1	0	3	-1
Cc1ccc(C(=O)NCCc2nnc3c(C(F)(F)F)cc(Cl)cn23)o1	-7	-3	0.3	-4	2	-1	0	-2	0	4
CCCc1nc2nc(C)c(NS(=O)(=O)c3ccc(CC(C)C)cc3)c(=O)n2[nH]1	-7	-8	-1.0	-2	2	1	5	2	29	-8
CC(=O)N1Cc2cc(C(=O)NCc3cccc(F)c3)nc(-c3cccc(C4=CCCC4)c3)c2[C@H]1CCO	3	-3	-0.5	-1	2	nt	-6	0	10	4
Cc1ccc2cc(CN(Cc3nnnn3C3CCCCC3)CC3CCCO3)c(=O)[nH]c2c1 (stereo not drawn)	-2	4	-0.8	-1	0	-11	0	-1	-7	4
Cc1nc2cc(C(=O)NCc3ccc4c(c3)OCO4)ccc2n1-c1ccc(Br)cc1	-4	-17	-0.6	1	0	-32	6	3	7	-6
COc1ccc(N(CC(=O)NCCc2ccc(Cl)cc2)S(=O)(=O)c2c(C)[nH]c(=O)[nH]c2=O)cc1	1	-6	-0.2	-3	-3	-2	-1	0	10	4
Cc1cc(=O)oc2cc(OC(=O)c3ccccc3)ccc12	-4	0	-0.3	2	-1	-6	1	2	-1	-11
COc1ccc(/C=C(\NC(=O)c2cccs2)C(=O)Nc2ccc(C)cc2)cc1OC	-5	-2	-0.9	-2	0	-2	2	-3	9	1
C[C@@H]1CN([C@H](C)CO)C(=O)CCCn2cc(nn2)CO[C@H]1CN(C)S(=O)(=O)c1cccc(F)c1	-2	2	0.5	-2	0	5	-8	0	4	10
COc1ccc(CCn2c(C3CCCCC3)nc3c(c(=O)c4ccccc4n3C)c2=O)cc1OC	0	1	-1.2	-8	1	-8	-2	-3	-2	-2
O=C1C2C3C=CC(C3)C2C(=O)N1/N=C/c1cc(Br)cc([N+](=O)[O-])c1O (stereo not drawn)	8	19	0.4	3	4	10	-6	-4	8	0
O=C(C1CCC1)N1CCc2cc(S(=O)(=O)NC3CCCc4ccccc43)ccc21 (stereo not drawn)	2	-3	0.7	-2	2	9	-5	3	-1	6
Cc1cc(C)cc(NC(=O)COC(=O)CCCC2=NS(=O)(=O)c3ccccc3N2)c1	-2	-2	2.0	-4	2	-4	-5	-1	5	3
CCCCC(=O)NCCc1cc2c(OC)ccc(OC)c2[nH]c1=O	5	2	-0.9	-5	3	-1	-2	3	-5	-6
COc1ccc2c(c1)c1nc3n(c(=O)c1n2CC(=O)Nc1ccccc1)CCCS3	10	-2	13*	3	4	5	1	1	5	-8
COc1ccc(-c2noc(CCC(=O)N3CCN(c4ccc(Br)cc4)CC3)n2)cc1	0	4	0.4	-2	6	6	-7	-2	3	1
COC(=O)C[C@@H]1CC[C@@H](NC(C)=O)[C@@H](CO)O1	2	8	2.5	0	-1	nt	0	1	0	0
CC(C)c1ccc(NC(=O)C2Cc3c(-c4ccc(Cl)cc4)ccnc3O2)cc1 (stereo not drawn)	-6	7	1.8	2	5	nt	1	1	6	-1
CC(/C=C1\N=C(SCc2ccccc2Cl)SC1=O)=C\c1ccccc1	-4	0	-1.3	4	1	-20	2	-2	8	2
CC(Nc1nc(N2CCN(S(C)(=O)=O)CC2)nc2ccccc12)c1ccccc1 (stereo not drawn)	5	3	-0.7	-4	-1	-11	0	-1	-7	-4
COc1cccc(NC(=S)NCc2cccs2)c1	-2	-3	-0.9	0	3	-2	-3	2	2	-4
CC1CCCC(C)N1/N=C/c1ccccc1C(=O)O (stereo not drawn)	-2	-2	-1.3	0	3	0	-3	-4	0	1
CN1CCCN(C(=O)c2ccc(Cl)s2)CC1	3	12	0.2	3	-6	0	-2	3	4	-12
Cc1cc(C)c(C(=O)Nc2cccc(F)c2)c(Cl)n1	1	-3	-2.1	-2	1	-3	-2	0	-4	3

Continuation:
SMILES	Rev-erbA mod	ABHD4 inh	PG9 Ab binder	PRMT1 inh	LEDGF integ inh	HTRA1 inh	MBD2 DNA inh	UHRF1 binding	rCAG binder	TCR CD3 inh
CSCCC(NC(=O)COc1ccccc1)C(=O)NC1CCC(C)CC1 (stereo not drawn)	-5	-6	0.2	-5	4	-4	-5	-1	-3	3
Cc1cc(NC(=O)C2CCCN2C(=O)Nc2cccc(Cl)c2)ccc1-n1cnnn1 (stereo not drawn)	6	-3	-1.6	-8	5	-2	-2	1	2	2
CN(C)S(=O)(=O)c1cc(NC(=O)COC(=O)C2COc3ccccc3O2)ccc1Cl (stereo not drawn)	-6	-1	-3.1	-6	2	-2	-4	-1	0	6
Nc1nnc(SCC(=O)Nc2cc(S(=O)(=O)N3CCOCC3)ccc2Cl)s1	-3	-10	-0.8	12	-4	-5	7	0	12	2
O=C(NCc1ccncc1)c1ccccc1Nc1ccc(SC(F)F)cc1	-8	-1	0.1	2	-3	-23	6	3	-2	-12
Cc1cc(-c2ccc(S(=O)(=O)N3CCc4ccccc4C3)s2)on1	-11	-5	-2.1	-3	-1	-15	5	-1	7	2
CCOCCCNC(=O)c1cccs1	-5	9	0.7	0	-1	-3	4	-3	2	2
CC1(c2cccc(N)c2)OCCO1	0	3	0.5	-1	-2	5	2	-1	4	3
Cc1n[nH]c(C)c1CCC(=O)N/N=C/c1cccs1	1	2	-0.1	-3	-1	nt	0	1	-4	0
COC(=O)c1ccc(C#Cc2ccccc2)o1	-3	2	0.6	8	-2	-7	2	-2	-5	-7
CC(C)COc1ccc(C(=O)NC(CC(C)C)C(=O)O)cc1 (stereo not drawn)	-5	-5	1.1	0	-6	-1	0	0	4	2
Cc1csc2ncnc(NC3CCN(Cc4ccccc4)CC3)c12	-3	-1	-0.8	-1	-4	-2	-5	-1	-5	0
Cc1ccc(C)c(OCc2cc(C(=O)NC3CCOC(C)(C)C3)no2)c1 (stereo not drawn)	4	-4	-1.8	-3	1	-1	2	3	-1	4
O=C(Cn1nnc2ccccc2c1=O)N[C@@H](Cc1ccccc1)C(=O)O	-4	2	1.2	0	0	0	-4	1	2	-1
Cc1ccc(N2C(=O)Nc3ccccc3C2(O)C(=O)N2CCN(c3ccccn3)CC2)cc1C (stereo not drawn)	0	2	-1.1	3	-3	3	4	2	-1	-12
Cc1cccc(CS(=O)(=O)c2ncc(Cl)c(C(=O)NCc3ccccc3)n2)c1	11	-2	1.9	24*	-3	5	6	1	-4	5
N#Cc1cc2cc3c(cc2nc1Cl)OCCO3	27*	-8	1.5	-2	2	8	-3	2	3	-9
c1ccc(N2CCCCC2)c(NC2=NCCC2)c1	8	-3	-2.7	1	0	4	8	4	1	-1
CC1(C)NC(=O)N(CC(O)CN2CCCCC2)C1=O (stereo not drawn)	-3	-3	1.6	0	0	4	8	7	0	-3
CCCCOC(=O)Nc1nnc(CC)s1	-5	1	0.9	0	-3	3	-1	-2	-1	-9
COC(=O)c1cnn(-c2ccc(Cl)cc2)c1/C=N/NC(N)=S	-4	-2	-0.7	3	-4	0	2	0	-1	-3
CCN1/C(=C2/SC(=S)N(NC(C)=O)C2=O)Sc2ccccc21	5	0	-4.8	5	1	5	-12	-16	3	7
COC(=O)[C@H](NCc1ccc(OC)c(B(O)O)c1)C(C)C	2	5	-0.2	-6	0	2	0	1	1	-7
CN1c2ccccc2-c2ccccc2S1(=O)=O	-5	-8	1.7	2	-2	1	6	2	5	-5
Cc1ccc(C)c(OCc2ccc(C(=O)N3N=C(C(F)F)CC3(O)C(F)F)o2)c1 (stereo not drawn)	2	-8	3.0	1	0	-21	1	0	2	-7

Record cards, from the list above.
Results for N#Cc1cc2cc3c(cc2nc1Cl)OCCO3 = Rev-erbA mod: 27*; ABHD4 inh: -8; PG9 Ab binder: 1.5; PRMT1 inh: -2; LEDGF integ inh: 2; HTRA1 inh: 8; MBD2 DNA inh: -3; UHRF1 binding: 2; rCAG binder: 3; TCR CD3 inh: -9
Results for Cc1cc(-c2ccc(S(=O)(=O)N3CCc4ccccc4C3)s2)on1 = Rev-erbA mod: -11; ABHD4 inh: -5; PG9 Ab binder: -2.1; PRMT1 inh: -3; LEDGF integ inh: -1; HTRA1 inh: -15; MBD2 DNA inh: 5; UHRF1 binding: -1; rCAG binder: 7; TCR CD3 inh: 2

(cont.)
SMILES	Rev-erbA mod	ABHD4 inh	PG9 Ab binder	PRMT1 inh	LEDGF integ inh	HTRA1 inh	MBD2 DNA inh	UHRF1 binding	rCAG binder	TCR CD3 inh
O=C(Nc1ccc2nc(C(F)(F)F)[nH]c2c1)[C@@H]1O[C@H](CO)[C@@H](O)[C@H]1O	0	4	0.0	2	0	nt	-1	2	-1	-8
COc1cc(C(=O)NCc2ccc(-c3nc4ccccc4o3)cc2)cc(OC)c1OC	26*	-5	11*	-2	8	-2	2	3	1	3
Cn1ccc2c(-c3ccc4c(c3)OCCO4)cc3c(c21)C1CCC3C1 (stereo not drawn)	1	29	-1.3	8	-1	nt	-6	-2	13	4
COc1cc(OC)c2c(c1)O/C(=C\c1ccccc1)C2=O	0	-10	-5.3	0	-1	nt	2	-6	5	-2
CSCC[C@H](NC(=O)C1CCN(S(=O)(=O)c2ccccc2)CC1)C(=O)NC1CC1	-7	-11	-0.4	-1	3	1	0	3	1	-6
Cc1ncsc1CCOC(=O)C1C2CC3CC(C2)CC1C3 (stereo not drawn)	8	3	-1.6	-1	2	2	6	-2	-7	-3
Nc1ccn([C@@H]2O[C@H](CNCC3=CCOc4ccc(O)cc43)[C@@H](O)[C@H]2O)c(=O)n1	-4	7	0.7	-5	6	4	-4	3	5	6
O=C(NCC(=O)N(CC1CCCO1)C1(C(=O)NC2CCCCC2)CCCCC1)c1ccccc1 (stereo not drawn)	3	-7	-1.6	-2	1	-8	2	-2	-9	3
CCN(CC)C(=O)Cn1cc(SCC(=O)NCc2ccco2)c2ccccc21	1	1	0.1	10	-2	5	-1	-1	-1	-3
COc1cc(CNn2cn[nH]c2=S)cc(Br)c1OCc1ccccc1F	0	-14	2.6	24*	0	-13	0	0	10	-5
COc1ccccc1-c1cnc(C(O)c2ccccc2)[nH]1 (stereo not drawn)	-5	2	-1.1	-1	-1	nt	-1	-2	0	8
Cn1c(=O)cc(N)n(Cc2ccccc2)c1=O	1	-5	-1.3	2	0	0	2	2	5	-8
CCN(CC)S(=O)(=O)c1cc(C(=O)Nc2cc(S(=O)(=O)N3CCOCC3)ccc2N2CCCC2)ccc1F	-10	9	-1.3	2	3	-1	-4	-2	6	3
CC(=O)NCCNc1nc2cc(-c3ccccc3CO)sc2c(=O)n1C	-6	-15	-1.1	10	1	nt	1	0	3	-4
COCCNC(=O)c1ccc(NS(C)(=O)=O)cc1	2	5	-0.8	3	1	-1	0	1	1	2

Assay outcomes deposited in PubChem BioAssay by several laboratories.
